Source: PubChem
hgDAF-12 ag – H. glycines DAF-12 receptor agonists, primary screen, cell-based, luminescence, HEK293, GAL4 fusion, UAS-luciferase | AID 687014, 2013 | 1.8% of 370,000 active | Nuclear hormone receptor DAF-12 (Heterodera glycines), GAL4 fusion | activation, % at 6.8 µM | HEK293 GAL4-hgDAF12 UAS-luciferase reporter, agonist luminescence; normalized to butyrate control;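 active = activation above a cutoff set at the mean of all screened compounds plus 3 SD, cut at about 10% in these data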;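 note: 0% = DMSO wells and 100% = sodium butyrate wells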
DAX1 inh-1 – DAX1 (NR0B1) inhibitors on StAR promoter, primary screen, cell-based, luminescence, SF-1 (NR5A1), full-length DAX-1; HEK293T StAR-luciferase reporter, SF-1/DAX-1 repression relief; inhibition, % at 6.8 µM; 1.1% of 370,000 active; AID 652010, 2013;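 active = inhibition above the mean over all tested compounds plus 3 SD, cut at about 3.6% in these data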;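 note: 0% = DAX-1 cells with DMSO and 100% = cells lacking DAX-1 with DMSO; higher inhibition means more luminescence from relief of DAX-1 repression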
MBD2 inh – inhibitors of MBD2 binding to methylated DNA, primary screen, biochemical, TR-FRET, DNA-binding domain, human; MBD2 binding to methylated oligonucleotide; 0.31% of 370,000 active; inhibition, % at 4.4 µM; in the data active = inhibition above about 13%
ADAM17 inh – ADAM17 inhibitors, primary screen, biochemical, QFRET. Disintegrin and metalloproteinase domain-containing protein 17 (Homo sapiens), P78536. recombinant ADAM17, EDANS/DABCYL FRET peptide cleavage. inhibition, % at 6.95 µM. 0.83% of 370,000 active;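 active = inhibition above the mean of compounds lying between control limits plus 3 SD, set per campaign, cut at about 8.5% in these data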;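 note: 0% = DMSO-only wells as the low control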
hcDAF-12 act – H. contortus DAF-12 nuclear receptor activators, primary screen, cell-based, luminescence, HEK293, lit1-tk-luc reporter | HEK293 hcDAF-12 lit1-tk-luc reporter; 0% DMSO, 100% Δ7-dafachronic acid | activation, % at 6.8 µM | 1.4% of 370,000 active;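 active = activation above the mean of all tested compounds plus 3 SD, cut at about 5.5% in these data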;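 note: 100% = response to 3 µM Δ7-dafachronic acid high control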
DAX1 inh-2 – DAX1 (NR0B1) inhibitors, primary screen, cell-based, HEK293, Gal4-DAX1, luciferase luminescence; Nuclear receptor subfamily 0 group B member 1 (Homo sapiens), P51843; HEK293 Gal4-DAX1 luciferase reporter; inhibition, % at 6.75 µM; 0.99% of 340,000 active; AID 504766, 2011;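 active = inhibition above the mean over all tested compounds plus 3 SD, cut at about 4.2% in these data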;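 note: 0% = DAX1-transfected cells with DMSO and 100% = empty-vector control cells with DMSO; inhibition shows as a rise in luminescence from relieved DAX1 repression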
Target sequence (P51843 207-470 limits assumed): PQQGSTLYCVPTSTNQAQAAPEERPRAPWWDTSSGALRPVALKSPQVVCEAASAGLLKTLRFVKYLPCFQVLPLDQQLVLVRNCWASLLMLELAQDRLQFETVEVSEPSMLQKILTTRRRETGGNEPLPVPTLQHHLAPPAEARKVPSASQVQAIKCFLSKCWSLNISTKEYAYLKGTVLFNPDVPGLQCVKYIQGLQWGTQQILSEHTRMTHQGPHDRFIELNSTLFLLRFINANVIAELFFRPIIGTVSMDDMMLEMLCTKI
ssDAF-12 act – S. stercoralis DAF-12 nuclear receptor activators, primary screen, cell-based, luminescence, HEK293, GRIP1 co-expression, lit1-tk-luc; Nuclear hormone receptor DAF-12 (Strongyloides stercoralis); HEK293 ssDAF-12/GRIP1 lit1-tk-luc reporter; % of 3 µM dafachronic acid response; activation, % at 6.8 µM; 1% of 370,000 active; AID 652126, 2013;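 active = activation above the mean over all tested compounds plus 3 SD, cut at about 0.9% in these data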;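 note: 0% = DMSO-only wells and 100% = 3 µM delta7-dafachronic acid wells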
SMARCA2 act – SMARCA2 (BRM) function activators, primary screen, cell-based, luminescence, high throughput | MG213 cells, MMTV-luciferase reporter, dexamethasone, overnight | activation, % at 9.1 µM | 1% of 370,000 active; in the data active = activation above about 7.8%;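 note: 0% = vehicle wells and 100% = reference activator wells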
PLCg1 inh – PLC-gamma1 enzyme inhibitors, primary screen, biochemical, fluorescence, purified enzyme; 1-phosphatidylinositol 4,5-bisphosphate phosphodiesterase gamma-1 (Homo sapiens), P19174; fluorogenic substrate; inhibition, % at 12.2 µM; 0.84% of 370,000 active; AID 720700, 2013; in the data active = inhibition above about 9.5%
PLC-beta3 inh – human PLC-beta3 inhibitors, primary screen, biochemical, fluorescence; 1-phosphatidylinositol 4,5-bisphosphate phosphodiesterase beta-3 (Homo sapiens), Q01970; Purified PLC-beta3, fluorogenic substrate; inhibition, % at 12.2 µM; 0.18% of 370,000 active; AID 720704, 2013; in the data active = inhibition above about 11%;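 note: 0% = median of compound wells on plate and 100% = full blocker control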
NR1D1 modulator – modulators of Rev-erb alpha DNA binding, primary screen, biochemical, FITC-DNA, fluorescence polarization, uHTS. Rev-erbα–FITC-DNA binding, 90 min. activity, % at 10 µM. 0.79% of 370,000 active;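 active = activity above about 14%, limit read from the data; passing the limit was not always enough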;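 note: 0% = DMSO wells with 35 nM protein and 100% = DMSO wells with 750 nM protein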
Target sequence (P20393 whole entry, looked up): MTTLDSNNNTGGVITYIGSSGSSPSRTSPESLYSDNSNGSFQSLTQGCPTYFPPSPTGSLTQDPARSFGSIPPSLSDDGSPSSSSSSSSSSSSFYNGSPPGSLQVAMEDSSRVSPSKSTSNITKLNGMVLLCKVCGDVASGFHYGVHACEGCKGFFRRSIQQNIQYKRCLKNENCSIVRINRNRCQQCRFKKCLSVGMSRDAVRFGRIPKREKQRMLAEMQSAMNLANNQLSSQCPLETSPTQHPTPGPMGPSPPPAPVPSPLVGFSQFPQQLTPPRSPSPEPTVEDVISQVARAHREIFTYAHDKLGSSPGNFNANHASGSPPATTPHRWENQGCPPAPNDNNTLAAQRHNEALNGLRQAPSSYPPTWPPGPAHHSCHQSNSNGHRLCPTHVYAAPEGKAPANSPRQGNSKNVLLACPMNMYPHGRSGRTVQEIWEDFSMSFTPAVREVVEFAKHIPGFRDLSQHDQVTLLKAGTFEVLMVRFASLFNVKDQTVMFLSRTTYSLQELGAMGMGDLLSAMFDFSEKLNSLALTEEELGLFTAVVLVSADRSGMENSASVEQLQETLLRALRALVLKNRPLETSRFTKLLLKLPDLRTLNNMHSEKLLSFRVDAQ
Numbers without * were called inactive; i = inactive; nt = no result given.

SMILES	hgDAF-12 ag	DAX1 inh-1	MBD2 inh	ADAM17 inh	hcDAF-12 act	DAX1 inh-2	ssDAF-12 act	SMARCA2 act	PLCg1 inh	PLC-beta3 inh	NR1D1 modulator
CCc1nc(SCc2cccnc2)[nH]c(=O)c1C	-1.3	0.7	-3	0	-0.1	2.8	-0.7	-7	5	4	-5
Cc1oc2nc(SCCCC(=O)NCCO)nc(N)c2c1C	0.1	-0.5	1	-6	-0.7	1.3	-0.9	1	2	1	0
Cc1ccc(-n2nc3c(=O)n(CC(=O)NC4CCCCCC4)nc(C)c3c2C)cc1	-1.5	-0.5	0	-5	-1.3	-0.3	-0.8	-2	1	-6	-1
CC(=O)Nc1sc(C)c(C)c1C(=O)OCC(=O)NC(C)c1ccccc1 (stereo not drawn)	-3.6	-0.6	3	-7	-1.4	-0.9	-1.5	0	-4	-7	-3
CCc1ccc2nc(N(CCN(C)C)C(=O)c3ccc4ncsc4c3)sc2c1	8.6	7.6*	5	-11	1.1	-0.2	0.4	2	-6	-14	1
CCc1cc(-c2[nH]ncc2-c2ccc3c(c2)OCO3)c(O)cc1O	-1.0	-1.5	-4	2	-3.5	-1.9	-1.5	-6	-4	-3	5
Cn1cnnc1SCCC(=O)Nc1ccccc1	2.6	0.7	-2	0	-1.7	2.7	-1.5	4	0	2	0
O=C(CSc1nnc(Cc2cccs2)n1Cc1ccco1)Nc1cc(Cl)cc(Cl)c1	1.8	-0.3	-1	6	-1.2	-1.4	-1.4	-5	-2	0	0
C[C@H](NC(=O)c1ccccc1Cl)C(=O)OCC(=O)N1CC2(C)CC1CC(C)(C)C2 (stereo partly drawn)	3.8	0.3	0	-1	-1.3	-1.3	-1.4	-1	1	1	0
COc1cc(C(=O)C(=O)N2CCN(c3ccccc3)CC2)cc2ccccc12	3.0	0.3	-6	2	-0.8	nt	-0.8	-5	-23	-33	-1
C#CCNC(=O)C1=C[C@H](c2csc3ccccc23)C[C@H](OCc2ccc(CO)cc2)O1	-0.5	-0.7	1	-4	-1.2	-1.2	-1.7	-1	-10	-18	-1
CC(C)NC(=O)CN(c1cccc([N+](=O)[O-])c1)S(=O)(=O)c1ccccc1	5.0	-0.6	3	-2	-1.4	1.1	-1.6	0	4	1	6
O=C(Nc1ccc(Cl)c(NC(=O)c2cccs2)c1)c1ccco1	0.4	0.1	0	-3	-2.4	2.8	-1.9	-3	-1	-8	1
COc1ccc(Cl)cc1-c1nc(SCC(=O)NC(C)(C)C)n[nH]1	0.1	-0.3	-6	1	-2.8	1.7	-0.9	0	-2	4	8
O=C(C1CCN(c2ncnc3c2nc2n3CCCCC2)CC1)N1CCN(c2ccc(F)cc2)CC1	-0.8	-2.7	0	-3	-2.5	-1.3	-1.5	-2	0	-3	-5
COc1ccc(CCCN2CCC(CN3CCNC(=O)C3=O)CC2)cc1OC	-2.7	0.6	-1	2	0.4	-0.1	0.4	-5	2	2	-4
COc1cc(NC(=O)[C@@H]2CCCN(S(=O)(=O)c3cccc4cccnc34)C2)cc(OC)c1OC	-3.1	-0.2	-3	0	-1.8	-2.6	-1.6	1	1	1	1
Cn1nnc(NC(=O)CSc2ccc(Cl)cc2)n1	1.2	-0.3	-2	1	0.2	0.6	-1.4	-5	0	1	5
CCN(CC)c1ncnc2c1ncn2[C@H]1CN(Cc2ccncc2)C[C@@H](CO)O1	-1.6	-1.3	-4	0	-1.5	nt	-1.4	0	-1	2	-14
Cc1cccc(CCN(CC(=O)NC2CCCCC2)C(=O)c2csnn2)c1	-1.3	-0.5	-1	-4	-1.3	-0.3	-0.7	-1	-1	5	-1
Cc1nn2c(nc(N3CCOCC3)c3ccccc32)c1C=C(C#N)C#N	-1.4	-0.4	4	-7	-1.6	-0.6	-1.4	0	-9	-8	1
CCn1c2ccccc2c2cc(NC(=O)c3ccccc3[N+](=O)[O-])ccc21	-0.1	0.0	3	0	0.5	-1.8	-1.0	-1	5	3	6
O=C1NC[C@H](CCCCN2C[C@H](Cc3ccccc3)N(CCC3CCCCC3)C(=O)C2=O)N(CCc2ccccc2)C1=O	-1.1	-0.1	-3	7	-2.1	nt	-0.2	-5	0	-2	-2
CCOc1ccc(S(=O)(=O)N=C(c2ccccc2)N2CCOCC2)cc1	-0.3	-0.7	-2	-1	-1.1	-1.1	-0.9	-1	1	3	-2
CC(=O)Nc1ccc(NC(=O)C2CCN(C(=O)c3cccs3)CC2)cc1	0.8	-0.5	-4	4	-0.2	0.3	-2.1	0	1	3	-1

DAX1 inh-1: entries above that show a hit.
| mol | DAX1 inh-1 | MBD2 inh | ADAM17 inh | hcDAF-12 act | DAX1 inh-2 | ssDAF-12 act | SMARCA2 act | PLCg1 inh | PLC-beta3 inh | NR1D1 modulator |
| --- | --- | --- | --- | --- | --- | --- | --- | --- | --- | --- |
| CCc1ccc2nc(N(CCN(C)C)C(=O)c3ccc4ncsc4c3)sc2c1 | 7.6* | 5 | -11 | 1.1 | -0.2 | 0.4 | 2 | -6 | -14 | 1 |

(list continues)
SMILES	hgDAF-12 ag	DAX1 inh-1	MBD2 inh	ADAM17 inh	hcDAF-12 act	DAX1 inh-2	ssDAF-12 act	SMARCA2 act	PLCg1 inh	PLC-beta3 inh	NR1D1 modulator
N/N=C(/Cc1nc2ccccc2[nH]1)c1ccc([N+](=O)[O-])cc1	4.7	1.4	-9	2	-1.3	0.3	-0.3	8.2*	-6	-5	-1
CCNC(=O)NC(=O)C(C)Sc1nnc(COc2ccccc2Cl)o1 (stereo not drawn)	2.2	-0.2	-4	0	-2.1	0.2	-0.8	2	0	1	10
CCOC(=O)c1cc(S(=O)(=O)N2CCOCC2)cn1C	-0.9	0.1	4	1	1.9	1.3	-0.6	-1	1	-2	3
O=c1c2cc(N3CCOCC3)ccc2[nH]c(=S)n1CCCN1CCCCC1	1.5	0.3	-2	-37	1.8	0.8	-0.8	1	i	i	-1
Cc1cc(N)n(-c2ncnc3scc(-c4ccc(Cl)cc4)c23)n1	-0.9	-0.1	0	-1	-0.8	-0.2	-1.2	-2	5	0	4
Cc1ccccc1Nc1ncnc2c1cnn2Cc1ccccc1	-4.6	-0.8	-4	-1	-0.3	nt	-0.4	2	2	-4	4
CC(=O)N1N=C(N)SC1c1ccc(Cl)c(Cl)c1 (stereo not drawn)	-1.5	1.6	-3	-5	0.1	1.4	-1.0	-3	1	-7	2
COc1ccc(/C=C(/C#N)C(=O)Nc2ccccc2C)cc1C(=O)O	-4.4	-0.5	6	-8	-3.2	0.1	-1.4	-2	8	5	-4
O=C1CC2c3ccccc3C1C1C(=O)N(CCc3ccccc3)C(=O)C21 (stereo not drawn)	-1.3	0.1	5	-1	-0.7	-0.7	-1.4	3	0	4	-5
CC(=O)NC1C(=O)Nc2c1cccc2C(F)(F)F (stereo not drawn)	-1.2	0.7	-1	-1	-1.7	0.7	-1.1	-1	5	2	-1
O=C(CN1C(=O)NC2(CCCc3ccccc32)C1=O)c1ccccc1F (stereo not drawn)	2.9	0.3	4	-4	1.2	0.9	-0.9	1	-1	-1	-4
CC(=O)N(/N=C/c1ccc(C)cc1)c1nc(CCl)cs1	2.4	0.4	-4	-3	0.5	0.4	-1.0	0	-3	-10	2
COc1ccc(S(=O)(=O)N2CCN(C(=O)c3cc(C)oc3C)CC2)cc1	-0.7	0.1	1	1	0.9	0.0	-1.8	2	4	1	0
CCN1C(=O)[C@H]2[C@@H](c3ccc(-c4ccc(OC)cc4)cc3)N[C@@](CC(C)C)(C(=O)OC)[C@H]2C1=O	1.4	0.1	-6	-25	-0.2	0.5	-1.3	0	-78	-86	3
CCCn1c(N)[n+](CC(=O)c2ccco2)c2ccccc21	-1.8	0.5	0	-2	-1.8	-0.3	-1.4	1	-13	-11	-5
CCOC(=O)C(Sc1n[nH]c(N)n1)c1ccccc1 (stereo not drawn)	2.9	0.1	-2	-1	-0.7	-0.3	-1.5	2	1	1	-2
CCN1CCN(c2ncnc3scc(-c4ccc(C)cc4)c23)CC1	0.1	0.2	0	-2	-1.6	-0.7	-0.4	0	-2	-4	-3
COc1cc2c(cc1OC)C(C)=NCC2	-4.7	0.5	-4	i	-0.6	0.9	-0.6	0	i	i	-5
COc1ccc(CSc2ccc(-c3nc4ccccn4c3NCc3ccccc3)cc2OC)cc1	-3.2	-1.0	0	-134	-1.9	-0.9	-1.5	-2	i	i	5
Cn1c(CNc2nc3ccccc3n2CCN2CCCCC2)nc2ccccc21	-1.8	-0.1	1	-2	-1.5	1.7	-1.3	-4	-2	-2	-4
O=C(NCc1ccncc1)c1cnccn1	-0.5	-0.5	-1	0	-1.2	-1.6	-1.3	2	0	0	0
COc1ccc(-c2c(C(=O)O)c(C(=O)O)c3n2CCC3)cc1	0.2	0.4	-6	1	0.0	-0.2	0.0	0	0	-7	-5
O=C(CN1CCCC1)Nc1nnc(-c2cccs2)s1	-0.7	0.6	2	-20	3.2	-0.6	0.8	0	-6	-13	7
COc1cc(OC)c(C(=O)/C=C/c2ccc(OCc3ccccc3)c(OC)c2)c(OC)c1	-5.2	-1.3	-4	7	-3.0	-1.8	-1.8	-4	1	-4	-2
Cc1ccc2c(COC(=O)CC3Sc4ccccc4NC3=O)cc(=O)oc2c1C (stereo not drawn)	0.9	0.3	-8	-4	3.5	0.8	-0.1	-2	-2	-2	-2
COc1ccc(CCNC(=O)CCCn2nc(C)n3ccnc3c2=O)cc1OC	0.0	-0.3	-1	-2	-0.5	0.6	-1.2	4	1	3	-7

Copied from above for reference:
SMILES	hgDAF-12 ag	DAX1 inh-1	MBD2 inh	ADAM17 inh	hcDAF-12 act	DAX1 inh-2	ssDAF-12 act	SMARCA2 act	PLCg1 inh	PLC-beta3 inh	NR1D1 modulator
N/N=C(/Cc1nc2ccccc2[nH]1)c1ccc([N+](=O)[O-])cc1	4.7	1.4	-9	2	-1.3	0.3	-0.3	8.2*	-6	-5	-1
CCNC(=O)NC(=O)C(C)Sc1nnc(COc2ccccc2Cl)o1 (stereo not drawn)	2.2	-0.2	-4	0	-2.1	0.2	-0.8	2	0	1	10
CCOC(=O)c1cc(S(=O)(=O)N2CCOCC2)cn1C	-0.9	0.1	4	1	1.9	1.3	-0.6	-1	1	-2	3
O=c1c2cc(N3CCOCC3)ccc2[nH]c(=S)n1CCCN1CCCCC1	1.5	0.3	-2	-37	1.8	0.8	-0.8	1	i	i	-1
Cc1cc(N)n(-c2ncnc3scc(-c4ccc(Cl)cc4)c23)n1	-0.9	-0.1	0	-1	-0.8	-0.2	-1.2	-2	5	0	4
Cc1ccccc1Nc1ncnc2c1cnn2Cc1ccccc1	-4.6	-0.8	-4	-1	-0.3	nt	-0.4	2	2	-4	4

Rows were taken by chance. About 7.4% of those tested had a hit in this group.
